# High-throughput results (PubChem BioAssay)
# E-sel TNF inh – blocks E-selectin expression induced by TNF alpha | AID 1246 | HUVEC TNFa-induced E-selectin immunofluorescence, high content | actives 0.71% (n = 120,000) | inhibition, % at 2 µM;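 active means inhibition above the batch mean plus 3 SD, and confirmed as a hit on visual image review, cut at about 43% in these data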;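 further: 0% = TNF-stimulated DMSO wells and 100% = unstimulated control wells; not every result past the cut was called active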
# HCT116 PTEN-null – suppresses growth of cells with PTEN deletion | HCT116 PTEN-null viability, CellTiter-Glo, 60 h; hits give low values | viability, % at 10 µM | actives 1.2% (n = 140,000) | AID 827;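 active means viability at or below a set limit, 4 SD under the median of all tested compounds, cut at about 3.7% in these data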;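 further: PTEN knockout HCT116 line with beta catenin targeted HCT116 as companion control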
# MRP-1 activ – activators of MRP-1; AID 799; viability increase, % at 10 µM; H69AR cells + doxorubicin, viability rescue, CellTiter-Glo; actives 0.61% (n = 140,000);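 active means viability gain under doxorubicin at or above a set limit, the compound median plus 3 SD, cut at about 4.7% in these data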;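 further: MRP-1 overexpressing cells given doxorubicin 25 µM after compound pretreatment; 18-22 h compound pretreatment then 72 h with doxorubicin before readout; 0% = doxorubicin-only wells and 100% = vehicle-treated cells without doxorubicin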
# NPY-Y2 antag – NPY-Y2 (human) receptor antagonism; P49146; NPY-Y2 expressing cells, antagonist mode; inhibition, % at 2.7 µM; actives 0.99% (n = 140,000); in the data active means inhibition above about 17%;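 further: 0% = vehicle with agonist challenge and 100% = reference antagonist with challenge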
# Target sequence (P49146 whole entry, looked up): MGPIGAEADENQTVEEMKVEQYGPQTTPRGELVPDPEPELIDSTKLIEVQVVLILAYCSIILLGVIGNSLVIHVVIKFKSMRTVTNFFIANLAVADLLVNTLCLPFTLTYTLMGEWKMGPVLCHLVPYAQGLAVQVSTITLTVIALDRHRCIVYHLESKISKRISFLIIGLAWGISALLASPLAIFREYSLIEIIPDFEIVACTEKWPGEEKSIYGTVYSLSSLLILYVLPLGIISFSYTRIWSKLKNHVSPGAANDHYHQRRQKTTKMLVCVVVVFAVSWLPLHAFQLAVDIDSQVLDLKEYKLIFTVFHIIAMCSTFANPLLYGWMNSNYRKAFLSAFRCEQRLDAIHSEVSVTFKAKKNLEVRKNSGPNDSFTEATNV
# GALR2 antag – blocks the human galanin receptor 2. inhibition, % at 4 µM. actives 0.39% (n = 140,000). GALR2-expressing cells, antagonist mode. AID 828; in the data active means inhibition above about 27%;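 further: cells stimulated with galanin 1-16 at roughly its EC80; 0% = agonist challenge control and 100% = basal control without agonist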
# Target sequence (O43603 whole entry, looked up): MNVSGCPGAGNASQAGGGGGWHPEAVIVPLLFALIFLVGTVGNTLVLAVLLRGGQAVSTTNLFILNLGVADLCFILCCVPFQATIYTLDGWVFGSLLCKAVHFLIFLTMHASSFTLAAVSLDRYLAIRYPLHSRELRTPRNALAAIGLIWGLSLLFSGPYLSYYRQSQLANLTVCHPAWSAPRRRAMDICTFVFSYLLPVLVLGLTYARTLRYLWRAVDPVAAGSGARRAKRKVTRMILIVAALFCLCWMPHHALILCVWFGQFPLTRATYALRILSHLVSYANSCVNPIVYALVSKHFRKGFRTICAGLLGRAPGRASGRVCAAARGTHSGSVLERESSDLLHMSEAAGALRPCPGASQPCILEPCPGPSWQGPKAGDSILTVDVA
# Phagocyt inh – macrophage phagocytosis inhibition; J774A.1 macrophage IgG-bead phagocytosis, imaging; actives 0.07% (n = 110,000); AID 1029; inhibition, % at 5 µM;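 active means inhibition above the mean of the plate negative controls plus 5 SD, cut at about 13% in these data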;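 further: phagocytic index as fraction of beads internalized from green versus red external bead signal; plate controls were DMSO negative control for no effect and cytochalasin-D positive control for full effect; some results beyond the cut were filed as inactive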
# Yeast growth inh – chemicals that inhibit yeast BB579 growth in restrictive medium (lifespan-shortening candidates); S. cerevisiae BB579 growth, OD615, 48 h; inhibition, % at 10 µM; actives 0.51% (n = 140,000); AID 804;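 active means inhibition above a set limit, 3 SD over the mean compound inhibition, cut at about 44% in these data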; further: inactives centre near -24
#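 test system = yeast BB579 (DeaD) | buffer or medium = restrictive CSMM-D medium | doses = single compound dose of 10 µM, 0.25% DMSO final | times = 4 h preincubation and 48 h exposure at 30 °C | technique = culture absorbance at 615 nm | benchmarks = amphotericin B 10 µg/mL, positive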
# Measles CPE – protection of cells from measles virus; protection (pct of control), % at 4 µM; actives 1.5% (n = 140,000); Measles virus-infected cells, CPE protection, absorbance; AID 841; in the data active means protection mostly above about 24%, no sharp cut-off; inactive means mostly below about 26%; further: some compounds called inactive have numbers as strong as hits
# HCT116 bCat-KO – beta-catenin-lacking colon tumor cell growth suppression | HCT116 beta-catenin knockout viability, CellTiter-Glo, 60 h; hits give low values | viability, % at 10 µM | actives 1.5% (n = 140,000) | AID 818;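 active means viability at or under a set limit, the compound median less 4 SD, cut at about 6% in these data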;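 further: 0% = Hyamine 1622 control at 20 µM and 100% = untreated cell control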
# Yeast life ext – yeast lifespan extension | S. cerevisiae growth with nicotinamide, OD615; deaD strain in restrictive glucose medium | inhibition of the nicotinamide effect, % at 10 µM | actives 0.68% (n = 130,000);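 active means inhibition above a set limit, placed 3 SD over the median of all compounds, cut at about 26% in these data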;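 further: 0% = nicotinamide-treated wells and 100% = cells grown without nicotinamide; some compounds called inactive have numbers as strong as hits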
#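 Measured by: optical density (absorbance) at 615 nm; System: modified budding yeast, DeaD strain; Medium: restrictive CSMM-D dextrose medium; Timing: 4 h preincubation then 48 h treatment at 30 °C.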
# * marks the source's active call; other numbers are inactive results; · = not tested or not shown.
SMILES,E-sel TNF inh,HCT116 PTEN-null,MRP-1 activ,NPY-Y2 antag,GALR2 antag,Phagocyt inh,Yeast growth inh,Measles CPE,HCT116 bCat-KO,Yeast life ext
CC12CCC(C(=O)N3CCCc4ccccc43)(OC1=O)C2(C)C (stereo unspecified),·,91,-1.4,1,7,-3,-4,9,81,4
C=CCOC(=O)C1=C(C)NC(=O)NC1c1ccc(OC(=O)c2ccco2)c(OC)c1 (stereo unspecified),33,94,-0.8,1,-6,-2,-30,3,95,8
O=C(CSc1nnc(Cc2cccs2)n1C1CCCCC1)N1CCN(C(=O)c2ccco2)CC1,-19,97,-0.7,-4,-11,0,-50,3,104,-5
CCOc1ccc(NC(=O)N(CCC(C)C)C(C)c2ccco2)cc1 (stereo unspecified),·,99,-0.5,3,7,·,-46,4,100,1
COc1ccc(CNc2nc3nc(C)cc(C)n3n2)cc1OC,3,109,-0.6,5,1,0,-12,5,98,-10
CC(=O)Nc1ccc(NC(=O)C2CC(=O)N=C(N)S2)cc1 (stereo unspecified),-25,83,-2.2,7,-2,0,-36,23,74,-20
Cc1cccc(C)c1NC(=O)CSCc1cccc(CSCC(=O)Nc2c(C)cccc2C)n1,10,88,-0.3,1,-23,2,-21,10,99,-7
CCN(Cc1ccccc1)Cc1cc(OC)cc(OC)c1,·,74,-3.5,5,0,0,-10,19,62,-6
CCOC(=O)c1c(N)sc2c1CCS(=O)(=O)C2,·,·,1.6,8,2,0,-40,5,93,-3
COc1ccc(-n2cnc3cc(N)ccc32)cc1,-14,98,-3.0,0,8,·,-24,8,101,·
CCN(CC)CC(=O)N(CC(=O)Nc1c(C)cc(C)cc1C)C1CCCCC1,49,98,-3.2,2,0,-3,-6,23,90,-4
Cc1nnc(SC(C)C(=O)Nc2ccc(S(=O)(=O)NC3CCCCC3)cc2)s1 (stereo unspecified),-19,87,-3.1,0,-6,·,-47,22,92,·
CCOC(=O)c1sc(NC(=O)CSc2nc3ccccc3s2)c(C(=O)OCC)c1C,9,103,1.4,2,4,-7,12,40*,101,-2
Cc1nc(-c2ccc(C(=O)N3CCOCC3)cc2)cs1,-37,98,-1.2,4,10,2,-12,3,93,-3
Fc1ccc2nc(-c3ccccc3)nc(SCc3nnc(-c4ccccc4)o3)c2c1,·,81,-1.3,2,-1,-1,-30,2,87,-13
O=C1C=CC(=O)N1Nc1ccc(Br)cc1,·,95,-1.6,2,-8,-4,5,2,96,-4
COc1cccc(N=Nc2c(=O)[nH]n3c(C)cc(C)nc23)c1,·,89,-2.9,1,5,-5,-19,16,80,-4
CCn1cc(C(=O)N2CCCc3ccccc32)c2cc(OC)c(OC)cc2c1=O,·,86,-3.8,3,6,-5,-32,8,81,-3
CCCCC(=O)NC1(C(F)(F)F)C(=O)N(CC(C)C)C2=C1C(=O)CC(C)(C)C2 (stereo unspecified),-37,94,-2.4,3,7,-2,-34,7,99,-4
CCOc1ccc(CCNC(=O)c2cc3sccc3n2CC)cc1OCC,-28,68,-2.5,5,17,1,-25,12,53,2
Cc1nn(C)c(Oc2cccc(Cl)c2)c1C(=O)Nc1ccc(F)cc1F,·,72,0.3,3,6,·,-16,16,71,-4
CCOC(=O)c1ccc2nc(NC(=O)c3ccco3)sc2c1,-12,100,-2.8,1,-10,·,10,3,94,-8
O=C(NC12CC3CC(CC(C3)C1)C2)c1ccc(-c2ccccc2Cl)o1,46,73,3.7,8,2,-3,-24,-1,66,-11
O=c1[nH]c2ccccc2s1,·,96,-2.1,-3,-16,·,-39,4,90,0
COc1ccc(NC(=O)C(C)N2c3cccc4cccc(c34)S2(=O)=O)cc1 (stereo unspecified),-14,·,-1.1,1,9,1,-19,12,78,-10
Cc1ccc2nc(SCC(=O)NC(=O)NCc3ccco3)[nH]c2c1,-13,92,-1.6,0,0,0,-55,4,75,-12
COc1cc(NC(=O)c2ccc(COc3ccccc3Br)o2)cc(OC)c1OC,1,74,-1.7,2,0,0,-78,9,85,-13
COC(=O)c1cc(Br)c(=O)n(CCN2CCOCC2)c1,-2,104,-0.5,0,5,0,-41,16,96,-11
O=C(CCS(=O)(=O)c1ccc(Br)s1)NCc1ccc2c(c1)OCO2,·,99,-0.2,7,-3,1,-44,6,90,-2
Cc1cc(C)n(C(=O)CCN2C(=O)c3ccccc3C2=O)n1,·,100,0.6,-1,10,0,15,6,108,-4
COc1cc(/C=N/OCC(=O)NC23CC4CC(CC(C4)C2)C3)ccc1OCc1ccccc1,-26,30,0.2,6,-25,1,-35,49*,31,3
O=C1CC(N2CCOCC2)C(=O)N1Cc1ccc(N2CCCC2=O)cc1 (stereo unspecified),-12,94,1.7,2,16,-1,20,42*,92,-5
CCOC(=O)N1CCN(C(=O)c2cc(C)c3c(C)nn(-c4ccccc4)c3n2)CC1,-36,86,-2.8,-1,-2,0,-1,3,88,-4
COc1ccc(Br)cc1CNC(=O)C1CCCN(S(C)(=O)=O)C1 (stereo unspecified),7,121,-0.6,-1,4,2,-35,16,107,16
O=C(NCc1ccccc1Cl)c1cccc(C(F)(F)F)c1,16,89,-1.2,1,-14,0,-18,9,91,0
CC1CCN(C(=O)COC(=O)[C@H](C)NS(=O)(=O)/C=C/c2ccccc2)CC1,-8,96,-2.5,4,-8,1,-16,2,98,-4
Cc1c(C(=O)N2CC(C)OC(C)C2)sc2nc(-c3ccc(F)cc3)cn12 (stereo unspecified),2,94,-0.4,4,-3,·,-40,14,87,-33
CCOc1cc(-n2nc(C)c(C#N)c2N)nc(SC)n1,8,65,-2.8,3,-2,·,-28,5,62,·
COc1ccccc1NC(=O)C(=O)NCC1COc2ccccc2O1 (stereo unspecified),-39,96,-1.1,8,-5,0,-34,4,100,-15
CCCCCCC(=O)N(O)C1CC(=O)N(c2ccc(C)cc2)C1=O (stereo unspecified),3,63,-5.3,5,16,-1,-10,12,58,-4

# An excerpt of these results, with values under each structure:
# Values run as follows: E-sel TNF inh	HCT116 PTEN-null	MRP-1 activ	NPY-Y2 antag	GALR2 antag	Phagocyt inh	Yeast growth inh	Measles CPE	HCT116 bCat-KO	Yeast life ext
COC(=O)c1cc(Br)c(=O)n(CCN2CCOCC2)c1
 : -2	104	-0.5	0	5	0	-41	16	96	-11
O=C(CCS(=O)(=O)c1ccc(Br)s1)NCc1ccc2c(c1)OCO2
 : ·	99	-0.2	7	-3	1	-44	6	90	-2
Cc1cc(C)n(C(=O)CCN2C(=O)c3ccccc3C2=O)n1
 : ·	100	0.6	-1	10	0	15	6	108	-4

# Carrying on:
SMILES,E-sel TNF inh,HCT116 PTEN-null,MRP-1 activ,NPY-Y2 antag,GALR2 antag,Phagocyt inh,Yeast growth inh,Measles CPE,HCT116 bCat-KO,Yeast life ext
CC(C)NC(=O)CC(c1ccccc1)c1cc(Br)ccc1O (stereo unspecified),-71,94,0.2,3,4,0,-3,9,96,-12
Cc1cc(N2CCN(C(=O)c3ccco3)CC2)n2nc(-c3cccc(Cl)c3)cc2n1,14,44,-1.7,0,-1,-1,-17,18,51,-7
CCOC(=O)c1cnn(CCOC(=O)C(C)(C)C)c1NC(=O)C(C)(C)C,·,96,0.5,1,5,·,9,12,90,-1
O=C(Nc1cc(C(=O)N2CCCC2)ccc1N1CCCC1)C1CC1,1,99,-1.6,2,-3,·,-39,4,104,·
COCCCNC(=O)Cn1c(=O)n(CCCCCC(=O)Nc2ccccc2)c(=O)c2sccc21,-14,95,-2.3,0,6,0,-11,8,99,2
N#C/C(C(=O)N1CCCCC1)=C1/N=C(N)c2ccccc21,·,95,-2.5,-1,-9,-3,-16,6,91,-4
CCOC(=O)c1nn(-c2cccc(Cl)c2)c(C)c1C(C)=O,2,99,-4.2,-2,7,0,-54,7,95,-3
CC(=O)NS(=O)(=O)c1ccc(N=NN2CCOCC2)cc1,·,103,-1.7,0,3,-11,-12,3,90,14
CCC(C)c1ccccc1NC(=O)COC(=O)c1ccc2[nH]c3c(c2c1)CCCC3 (stereo unspecified),·,51,-4.5,3,-13,-6,-11,4,58,-1
CC1CCCC(=C\c2ccccc2)/C1=N/O (stereo unspecified),·,95,0.1,7,16,-1,7,11,95,1
CC(=O)c1c(C(C)=O)c(C)n(NC(=O)c2ccc(Cl)cc2)c1C,-8,83,-0.7,0,-5,2,-75,12,86,-9
Brc1c(NC2=NCCN2)ccc2nccnc12,·,98,-0.8,1,19,·,-51,51,89,12
CCOC(=O)CCCn1c(C)nc(=O)c(-c2ccccc2)c1C,·,96,0.8,2,-1,-2,9,5,82,-8
S=C(Nc1ccc2c(c1)OCO2)NC1CCN(Cc2ccccc2)CC1,8,82,-1.9,2,7,0,-56,26,76,6
CCCCSc1nsc(NC(C)=O)n1,-2,105,-0.5,3,4,-2,-22,9,97,-5
Cc1n[nH]c(C)c1CCOc1ccc(C(C)C)cc1,0,88,0.2,0,0,-2,0,8,76,-31
CSCC[C@H](NC(=O)C1CCN(S(=O)(=O)c2ccc(C)cc2)CC1)C(=O)NCc1ccco1,-1,93,-2.8,1,-10,0,-37,3,100,-8
CC(/C=C/C=C/c1ccccc1)=N/NC(=O)CNc1ccc(C)cc1,45,97,-3.4,1,-13,0,-33,6,93,-9

# Reprinted at random: 3 entries already listed, in no set order.
SMILES,E-sel TNF inh,HCT116 PTEN-null,MRP-1 activ,NPY-Y2 antag,GALR2 antag,Phagocyt inh,Yeast growth inh,Measles CPE,HCT116 bCat-KO,Yeast life ext
CC(C)NC(=O)CC(c1ccccc1)c1cc(Br)ccc1O (stereo unspecified),-71,94,0.2,3,4,0,-3,9,96,-12
CCCCSc1nsc(NC(C)=O)n1,-2,105,-0.5,3,4,-2,-22,9,97,-5
CCOC(=O)CCCn1c(C)nc(=O)c(-c2ccccc2)c1C,·,96,0.8,2,-1,-2,9,5,82,-8
